CHO-K1 Ca antag – counter-screen for M1 antagonists: effect in parental CHO-K1 cells; ATP-induced calcium, Fluo-8 fluorescence; inhibition, % at 3 µM; actives 0.6% (n = 360,000); AID 602250;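 active = inhibition above a per-plate cutoff, the plate's mean sample inhibition plus 3 SD, cut at about 24% in these data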;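 note: 0% = DMSO plus EC80 ATP and 100% = DMSO alone without ATP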
OXTR potentiate – human OXTR potentiators, primary screen, fluorescence, CHO-OTR cells, Fluo-8 calcium; AID 2445, 2010; activation, % at 3 µM; actives 0.061% (n = 320,000); Oxytocin receptor (Homo sapiens), P30559; Fluo-8 calcium fluorescence, potentiator mode; 0% = oxytocin EC15, 100% = EC100;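 active = activation above that plate's cutoff, the mean activation of tested compounds plus 3 SD, cut at about 6.6% in these data, passing the limit was not always enough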;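 note: 100% uses oxytocin at 75 nM as the full agonist control; some results filed as inactive read as strong as hits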
Target sequence (P30559 whole entry, looked up): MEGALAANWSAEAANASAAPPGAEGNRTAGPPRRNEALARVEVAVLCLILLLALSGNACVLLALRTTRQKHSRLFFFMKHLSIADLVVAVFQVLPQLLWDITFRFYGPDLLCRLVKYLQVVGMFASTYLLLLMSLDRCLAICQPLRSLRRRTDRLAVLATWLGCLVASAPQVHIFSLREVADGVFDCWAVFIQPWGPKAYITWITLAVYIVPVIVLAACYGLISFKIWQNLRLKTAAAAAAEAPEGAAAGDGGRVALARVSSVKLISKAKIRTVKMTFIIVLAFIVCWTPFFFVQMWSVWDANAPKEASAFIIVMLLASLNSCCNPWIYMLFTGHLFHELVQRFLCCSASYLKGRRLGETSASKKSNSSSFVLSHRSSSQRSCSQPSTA
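assay system = CHO-OTR cells, human receptor | schedule = compound 6 min at room temperature before oxytocin, 100 s read | detection = Fluo-8 intracellular calcium fluorescence, ex 470-495, em 515-575 nm | evaluation = normalized max/min fluorescence ratio, % activation | control set = EC15 oxytocin alone as 0%, 75 nM oxytocin (EC100) as 100%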
CHO parental Ca – ATP-evoked calcium signal inhibitors, parental CHO, primary screen, counter-screen for OX1R antagonist project, cell-based, fluorescence, Fluo-8 calcium dye. inhibition, % at 5.6 µM. actives 0.63% (n = 330,000). parental CHO-K1, ATP-induced calcium, Fluo-8 fluorescence;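 active = inhibition above that plate's mean sample inhibition plus 3 SD, cut at about 26% in these data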;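 note: 0% = ATP-challenged DMSO wells and 100% = DMSO wells without ATP; some compounds past the cut are filed as inactive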
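Test system: untransfected parental CHO cell line; also added: ATP stimulus; dosing: 5.6 µM, single dose; signal: calcium-sensitive Fluo-8 fluorescence; measure: percent inhibition of ATP-evoked calcium rise, normalized to controls; benchmarks: low control ATP plus DMSO, high control DMSO only; replication: one well per compound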
M1 ag – human M1 muscarinic receptor agonists, primary screen, Fluo-8 calcium fluorescence, CHO-K1 cells, HTS; Muscarinic acetylcholine receptor M1 (Homo sapiens), P11229; AID 588814, 2011; CHO-K1 hM1, agonist mode; 0% DMSO, 100% acetylcholine EC100; activation, % at 3 µM; actives 0.33% (n = 360,000);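 active = activation above the run's mean compound activation plus 3 SD, cut at about 16% in these data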;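 note: peak over basal fluorescence ratio within a 140 s kinetic read after compound addition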
TAAR1 antagonist – human TAAR1 antagonists, primary screen, Fluo-8 calcium fluorescence, CHO RD-HGA16 cells | Trace amine-associated receptor 1 (Homo sapiens), Q96RJ0 | antagonist | inhibition, % at 3 µM | actives 1.5% (n = 360,000);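 active = inhibition above a per-plate cutoff, the mean inhibition of test compounds on that plate plus 3 SD, cut at about 49% in these data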;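 note: 0% = DMSO plus EC80 beta-PEA response and 100% = DMSO alone without agonist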
Target sequence (Q96RJ0 whole entry, looked up): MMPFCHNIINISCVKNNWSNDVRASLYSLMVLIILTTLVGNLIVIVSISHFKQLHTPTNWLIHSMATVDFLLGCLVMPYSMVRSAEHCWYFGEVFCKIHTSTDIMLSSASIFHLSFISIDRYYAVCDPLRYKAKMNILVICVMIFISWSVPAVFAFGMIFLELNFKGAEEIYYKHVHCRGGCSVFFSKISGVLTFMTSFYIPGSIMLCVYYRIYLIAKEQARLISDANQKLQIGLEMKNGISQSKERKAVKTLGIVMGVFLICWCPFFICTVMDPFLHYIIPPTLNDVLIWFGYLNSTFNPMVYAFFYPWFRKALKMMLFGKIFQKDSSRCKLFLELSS
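Assay system: RD-HGA16 CHO cells with stable hTAAR1 and Gα16 / Reagent: EC80 β-phenethylamine stimulus / Doses: 3 µM, single point / Timing: dye loading 75 min at 37 °C, then 30 min room temperature / Measured by: Fluo-8 intracellular calcium dye fluorescence, real-time kinetic reads / Controls: vehicle wells and EC80 agonist wells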
TAAR1 agonist – human TAAR1 agonists, primary screen, Fluo-8 calcium fluorescence, CHO RD-HGA16 cells. Trace amine-associated receptor 1 (Homo sapiens), Q96RJ0. vehicle wells 0%, saturating PEA agonist 100%. activation, % at 3 µM. actives 0.99% (n = 360,000). AID 624467, 2012;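 active = activation above the mean activation of all test compounds in the run plus 3 SD, cut at about 38% in these data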
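System: CHO-derived RD-HGA16 cells with stable Gα16 and human TAAR1. Times: 17-24 h plating, Fluo-8 75 min 37 °C, 30 min RT. Measured by: calcium-sensitive Fluo-8 signal, excitation 470-495, emission 515-575 nm. Read-out basis: % activation relative to PEA EC100 response. Control set: DMSO and PEA EC100. Repeats: no replicates (n 1).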
M1 ag parental – counter-screen for M1 agonists: effect in parental CHO-K1 cells; Fluo-8 calcium fluorescence; scaled to maximal ATP response, vehicle zero; actives 0.48% (n = 360,000); AID 602248, 2012; activation, % at 3 µM; in the data active = activation above about 15%;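 note: untransfected CHO-K1 host cells lacking M1 receptor as counterscreen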
V1aR counter – agonists of human V1a receptor, primary screen, counter-screen for OXTR agonist project, fluorescence, CHO-V1R cells. Vasopressin V1a receptor (Homo sapiens), P37288. Fluo-8 calcium fluorescence, agonist mode; 0% DMSO, 100% 3 nM vasopressin. activation, % at 3 µM. actives 0.25% (n = 320,000);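 active = activation above the mean activation of all tested compounds plus 3 SD, per screening run, cut at about 20% in these data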;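 note: signal is peak over basal fluorescence ratio across a 100 second FLIPR read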
M1 PAM parental – nonselective calcium activators in parental CHO-K1 cells, primary screen, counter-screen for M1 PAM project, cell-based, Fluo-8 calcium fluorescence, full deck, 1536-well; activation, % at 3 µM; ATP EC20; 0% at ATP EC20, 100% at ATP max; AID 602247, 2012; actives 0.02% (n = 360,000);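 active = activation above the run cutoff, the mean activation of all test compounds plus 3 SD, cut at about 40% in these data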;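 note: peak over basal fluorescence ratio in a 140 s read after ATP addition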
The depositor's hits bear a star. Rows are unselected, and some 3.3% of all compounds hit somewhere here.

CCCCn1c(N)c(N(CC(C)C)C(=O)CN2C(=O)NC3(CCC(C(C)(C)CC)CC3)C2=O)c(=O)[nH]c1=O (configuration not stated) was read as CHO-K1 Ca antag -17, M1 ag -3, TAAR1 antagonist -10, TAAR1 agonist 0, M1 ag parental 0.1 and M1 PAM parental 12.
Screening COc1ccc(CNC(=O)CSc2nnc3nc(C)cc(C)n23)cc1OC returned CHO-K1 Ca antag -3, OXTR potentiate -2, CHO parental Ca 7, M1 ag -4, TAAR1 antagonist -5, TAAR1 agonist 5, M1 ag parental -0.4, V1aR counter -0.3 and M1 PAM parental 14.
CC1(C(=O)NCC2CC2)Cc2c(-c3ccc4c(c3)OCO4)ccnc2O1 (configuration not stated) was read as CHO-K1 Ca antag -8, M1 ag 1, TAAR1 antagonist -22, TAAR1 agonist 1, M1 ag parental 0.4 and M1 PAM parental 8.
COC(=O)c1ccc(NC(=S)N2CCN(Cc3ccccc3)CC2)cc1 was read as CHO-K1 Ca antag -3, OXTR potentiate -19, CHO parental Ca -15, M1 ag -3, TAAR1 antagonist 6, TAAR1 agonist 7, M1 ag parental 2.2, V1aR counter 6.7 and M1 PAM parental 19.
Screening O=C(N1CCCC1)C12CC3CC(CC(Cl)(C3)C1)C2 returned CHO-K1 Ca antag 4, OXTR potentiate 1, CHO parental Ca -1, M1 ag -4, TAAR1 antagonist -16, TAAR1 agonist 5, M1 ag parental 0.5, V1aR counter 0.3 and M1 PAM parental 5.
`CCc1nc2nc(C)c(NS(=O)(=O)c3ccc(C)c(C)c3)c(=O)n2[nH]1` gave CHO-K1 Ca antag -5, OXTR potentiate -4, CHO parental Ca -3, M1 ag -2, TAAR1 antagonist 1, TAAR1 agonist 7, M1 ag parental 0.4, V1aR counter 0.4 and M1 PAM parental -3.
For c1ccc(Cc2nnc(Sc3ccccc3)c3ccccc23)cc1 the results were CHO-K1 Ca antag -7, OXTR potentiate -6, CHO parental Ca 6, M1 ag -5, TAAR1 antagonist -7, TAAR1 agonist 4, M1 ag parental 0.4, V1aR counter 0.8 and M1 PAM parental 18.
For CCC[C@@H]1Cc2ccccc2N1C(C)=O the results were CHO-K1 Ca antag -13, OXTR potentiate 2, CHO parental Ca -12, M1 ag 0, TAAR1 antagonist -13, TAAR1 agonist 2, M1 ag parental -0.2, V1aR counter 0.8 and M1 PAM parental 7.
CCOCCCNC(=S)NNC(=O)CCn1nc(C)c(Br)c1C was read as CHO-K1 Ca antag -8, OXTR potentiate -3, CHO parental Ca -8, M1 ag -2, M1 ag parental -0.2, V1aR counter 0.6 and M1 PAM parental 4.
Cc1c([N+](=O)[O-])cc(C(=O)N2CCOCC2)cc1[N+](=O)[O-] was read as CHO-K1 Ca antag -3, OXTR potentiate 4, CHO parental Ca 4, M1 ag -2, TAAR1 antagonist 8, TAAR1 agonist 2, M1 ag parental 0.3, V1aR counter -0.1 and M1 PAM parental 8.
`CSc1cc(C)[nH]c(=O)n1` gave CHO-K1 Ca antag -1, OXTR potentiate -10, CHO parental Ca -1, M1 ag -5, TAAR1 antagonist -3, TAAR1 agonist 1, M1 ag parental 0.2, V1aR counter 0.6 and M1 PAM parental 26.
For O=C(CN1CCCC1)Nc1cc(C(F)(F)F)ccc1Cl the results were CHO-K1 Ca antag -10, OXTR potentiate -12, CHO parental Ca -6, M1 ag -4, TAAR1 antagonist -10, TAAR1 agonist 4, M1 ag parental 0.7, V1aR counter -0.7 and M1 PAM parental -1.
For Cc1cccc(-c2cccc3nccn23)c1 the results were CHO-K1 Ca antag -15, M1 ag -7, TAAR1 antagonist -18, TAAR1 agonist -2, M1 ag parental 1.0 and M1 PAM parental 21.
CCN(CC)CCCNC(=O)c1cn(-c2cccc(OC)c2)c(=O)c2ccccc12 was read as CHO-K1 Ca antag 4, OXTR potentiate -15, CHO parental Ca 3, M1 ag -9, TAAR1 antagonist 2, TAAR1 agonist 3, M1 ag parental 6.1, V1aR counter 0.5 and M1 PAM parental 9.
`COCCN1C(=O)/C(=C/c2ccc(OCc3ccc(C(=O)O)cc3)c(OC)c2)SC1=Nc1ccccc1` gave CHO-K1 Ca antag 16, OXTR potentiate -9, CHO parental Ca -4, M1 ag -2, TAAR1 antagonist 73*, TAAR1 agonist 19, M1 ag parental 0.3, V1aR counter 1.3 and M1 PAM parental -10.
Screening CCOC(=O)[C@]12CCC=C1N(Cc1ccco1)C(=O)[C@H](CC(=O)NCC1CCCCC1)C2 returned CHO-K1 Ca antag -17, TAAR1 antagonist 2, TAAR1 agonist -1, M1 ag parental -0.1 and M1 PAM parental 2.
For O=C(Nc1ccc(N2CCOCC2)cc1N1CCOCC1)c1cccc([N+](=O)[O-])c1 the results were CHO-K1 Ca antag 6, OXTR potentiate 4, CHO parental Ca -10, M1 ag -2, TAAR1 antagonist -12, TAAR1 agonist 0, M1 ag parental -0.1, V1aR counter 0.6 and M1 PAM parental -8.
Screening COCCNC(=S)N/N=C(\C)c1cccc(C(F)(F)F)c1 returned CHO-K1 Ca antag -8, OXTR potentiate -9, CHO parental Ca -16, M1 ag -8, TAAR1 antagonist 2, TAAR1 agonist 14, M1 ag parental 0.1, V1aR counter -1.3 and M1 PAM parental 17.
`COCNc1nc(OCC#N)nc(N(C)C)n1` gave CHO-K1 Ca antag -8, OXTR potentiate -8, CHO parental Ca -1, M1 ag 2, TAAR1 antagonist 0, TAAR1 agonist 2, M1 ag parental -0.4, V1aR counter 1.3 and M1 PAM parental 17.
`CSc1cccc(-n2cc(-c3ccc4c(c3)OCO4)[nH]c2=O)c1` gave CHO-K1 Ca antag -6, OXTR potentiate -2, CHO parental Ca -9, M1 ag 0, M1 ag parental 1.5, V1aR counter 1.1 and M1 PAM parental 16.
Screening COc1ccccc1N1CCN(CC(=O)c2c(C)n(C)c3ccccc23)CC1 returned CHO-K1 Ca antag -4, OXTR potentiate -14, CHO parental Ca -23, M1 ag -3, TAAR1 antagonist -7, TAAR1 agonist -1, M1 ag parental -0.4, V1aR counter -1.7 and M1 PAM parental -25.
Screening COC(=O)c1ccccc1NC(=O)C1CCCN(S(=O)(=O)c2ccccc2)C1 (configuration not stated) returned CHO-K1 Ca antag -7, OXTR potentiate -4, CHO parental Ca -24, M1 ag -4, TAAR1 antagonist 25, TAAR1 agonist 11, M1 ag parental 2.1, V1aR counter -0.4 and M1 PAM parental 9.
For CCCN(Cc1cc2ccc(C)cc2[nH]c1=O)S(=O)(=O)c1ccccc1 the results were CHO-K1 Ca antag -12, OXTR potentiate -14, CHO parental Ca -33, M1 ag -2, TAAR1 antagonist 15, TAAR1 agonist 3, M1 ag parental 3.4, V1aR counter 2.0 and M1 PAM parental 25.
CCCc1nnc(SCC(=O)N2C(C)CCCC2C)n1CC (configuration not stated) was read as CHO-K1 Ca antag -12, OXTR potentiate -4, CHO parental Ca -16, M1 ag -2, TAAR1 antagonist -6, TAAR1 agonist 8, M1 ag parental 1.0, V1aR counter 0.3 and M1 PAM parental 18.
`Cc1cc(C)nc(SCCC(=O)Nc2ccccc2C)n1` gave CHO-K1 Ca antag -12, OXTR potentiate -5, CHO parental Ca -13, M1 ag 5, TAAR1 antagonist -5, TAAR1 agonist 6, M1 ag parental 0.6, V1aR counter -0.4 and M1 PAM parental 18.
For Cn1c(SCC(=O)N2CCN(c3ccccc3)CC2)nnc1-c1ccccc1 the results were CHO-K1 Ca antag 16, OXTR potentiate -3, CHO parental Ca -19, M1 ag -5, TAAR1 antagonist -2, TAAR1 agonist 0, M1 ag parental -0.3, V1aR counter -0.7 and M1 PAM parental -1.
For Cc1cc(C)cc(Nc2ccc(C(=O)O)cc2N)c1 the results were CHO-K1 Ca antag 11, OXTR potentiate -23, CHO parental Ca -1, M1 ag -4, TAAR1 antagonist 2, TAAR1 agonist 7, M1 ag parental 3.1, V1aR counter 2.7 and M1 PAM parental 4.
For CC(=O)Nc1cc(-c2ccc(N3CCN(C)CC3)cc2)cn2c(-c3ccc(S(C)(=O)=O)cc3)cnc12 the results were CHO-K1 Ca antag -23, M1 ag -8, TAAR1 antagonist 8, TAAR1 agonist 6, M1 ag parental 1.4 and M1 PAM parental 25.
`CC(C)CN1C(=S)SC(C)(C)C1n1oc(=O)n(-c2ccccc2)c1=O` (configuration not stated) gave CHO-K1 Ca antag 1, OXTR potentiate -2, CHO parental Ca -20, M1 ag -9, TAAR1 antagonist 4, TAAR1 agonist 6, M1 ag parental 0.0, V1aR counter 0.1 and M1 PAM parental 5.
For COC(=O)c1c(C)oc(C)c1S(=O)(=O)NC(c1ccccc1)c1ccccc1 the results were CHO-K1 Ca antag -5, OXTR potentiate -5, CHO parental Ca -19, M1 ag -6, TAAR1 antagonist 9, TAAR1 agonist 13, M1 ag parental 0.5, V1aR counter -0.6 and M1 PAM parental 20.
CCOC(=O)c1cc(OC(=O)Cc2ccc(OC)c(S(=O)(=O)N3CCOCC3)c2)cc(C(=O)OCC)c1 was read as CHO-K1 Ca antag -9, M1 ag -2, TAAR1 antagonist 3, TAAR1 agonist 2, M1 ag parental 0.8 and M1 PAM parental 8.

Quoted from the listing, 2 compounds:
For COC(=O)c1c(C)oc(C)c1S(=O)(=O)NC(c1ccccc1)c1ccccc1 the results were CHO-K1 Ca antag -5, OXTR potentiate -5, CHO parental Ca -19, M1 ag -6, TAAR1 antagonist 9, TAAR1 agonist 13, M1 ag parental 0.5, V1aR counter -0.6 and M1 PAM parental 20.
CCOC(=O)c1cc(OC(=O)Cc2ccc(OC)c(S(=O)(=O)N3CCOCC3)c2)cc(C(=O)OCC)c1 was read as CHO-K1 Ca antag -9, M1 ag -2, TAAR1 antagonist 3, TAAR1 agonist 2, M1 ag parental 0.8 and M1 PAM parental 8.
